Tb PYK inh – qHTS of Trypanosoma Brucei Inhibitors; Potency, µM (top dose mostly 76.8 µM), for the others: at the top dose activity, negative = inhibition, usual class: inhibitors; 410,000 compounds, 0.12% hits; TbPYK enzyme, Kinase-Glo Plus ATP luminescence, 45 min; active = well fitted inhibition curve with a large enough effect; also: nearly all actives have a fitted effect of over 50% in size
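T. brucei PYK with substrate was exposed to pin-transferred compounds across a concentration series, then started with 130 uM ADP (final). After 45 min at room temperature, Kinase-Glo Plus luminescence was read, normalized and curve-fitted.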
Numbers without * were called inactive; [ ] = remark or other dose. % is scaled to controls: 0 for no effect and ±100 for the full control effect; potency is read from the fitted curve at half-maximal effect. Only part of the results is shown; the hit share may differ from the screen's.

SMILES | Tb PYK inh
Cc1noc(-c2ccc(-c3noc(-c4cccc(Cl)c4)n3)cc2)n1 | 2%
Cc1ccc(C(=O)Nc2c(C)nc3ccccn3c2=O)cc1 | -8%
Cc1cccc(NS(=O)(=O)c2c(C)nc3sccn3c2=O)c1C | 2%
COc1ccc(-n2nc3ccc(NC(=O)c4cc5ccccc5o4)cc3n2)cc1Cl | -1%
COc1cccc(Cn2c(=O)n(-c3ccccc3C)c(=O)c3c2c2cc(C)ccc2n3C)c1 | 1%
CCN(CC)c1cc(C)c2cc(NC(=O)/C=C/c3ccccc3OC(C)C)ccc2n1 | 0%
COc1cc2ccnc(C=O)c2cc1OC | 0%
Cc1cc(C)cc(-n2c(SCC(=O)N3CCc4ccccc43)nc3c([nH]c4ccccc43)c2=O)c1 | 0%
COc1cccc(CNC(=O)CN2C(=O)CSc3ccc(S(=O)(=O)N(C)C)cc32)c1 | -2%
Cc1ccc(-n2nc(C(=O)NCCc3cccc(C)c3)c3c4ccccc4n(C)c3c2=O)cc1 | -15%

Seven neighbouring compounds out of the list so far, quoted:
SMILES | Tb PYK inh
Cc1noc(-c2ccc(-c3noc(-c4cccc(Cl)c4)n3)cc2)n1 | 2%
Cc1ccc(C(=O)Nc2c(C)nc3ccccn3c2=O)cc1 | -8%
Cc1cccc(NS(=O)(=O)c2c(C)nc3sccn3c2=O)c1C | 2%
COc1ccc(-n2nc3ccc(NC(=O)c4cc5ccccc5o4)cc3n2)cc1Cl | -1%
COc1cccc(Cn2c(=O)n(-c3ccccc3C)c(=O)c3c2c2cc(C)ccc2n3C)c1 | 1%
CCN(CC)c1cc(C)c2cc(NC(=O)/C=C/c3ccccc3OC(C)C)ccc2n1 | 0%
COc1cc2ccnc(C=O)c2cc1OC | 0%

(next part)
SMILES | Tb PYK inh
CCCS(=O)(=O)NC(=O)C1(C)CCCN(C(=O)c2cccnc2Oc2ccccc2)C1 (stereo unspecified) | -12%
OC[C@H]1O[C@@H](c2nc(-c3ccc4[nH]ccc4c3)no2)[C@H](O)[C@@H](O)[C@H]1O | 12%
Cc1ccc(S(=O)(=O)N(C)C[C@H]2Oc3cc(C#CC4CCCC4)ccc3S(=O)(=O)N([C@H](C)CO)C[C@H]2C)cc1 | 5%
O=C(CCc1nc(CN2CCN(S(=O)(=O)c3ccc(Cl)cc3)CC2)no1)N1CCCCC1 | 1%
CC1(C(=O)NCc2ccccc2)CCC(=O)N1C1CC1 (stereo unspecified) | 0%
CCOc1ccc(CNCc2c(C(=O)O)c(C)n(Cc3ccc(C)cc3)c2C)cc1 | -1%
O=C(NC(=S)N1CCN(c2ccc(F)cc2)CC1)c1ccccc1 | -14%
Cc1ccc(OCCn2cc(C(=O)c3ccco3)c3ccccc32)cc1C | 2%
CC1=C(c2ccc(C)c(C)c2)S(=O)(=O)N=C1N1CCC(C(=O)NC(C)Cc2ccco2)CC1 (stereo unspecified) | -1%
Cc1cccc(N2CCN(CCCNC(=O)c3sc4ncccc4c3-n3cccc3)CC2C)c1 (stereo unspecified) | -1%
Cc1nn(CCC(=O)NCc2cccc(Br)c2)c(=O)c2nn(-c3ccccc3)c(C)c12 | 1%
CCCCN(C=O)c1c(CC)nc2ccc(C(=O)N3CCN(C(C)=O)CC3)cn12 | -6%
COc1cccc(NS(=O)(=O)c2ccc3c(c2)N(C)C(=O)CC(=O)N3C)c1 | -5%
CC1CCN(C(=O)CSc2nc(-c3ccc(C(C)C)cc3)no2)CC1 | 2%
CCOC(=O)c1ccc(O)c(-n2cc3c(c2-c2ccccc2)c(=O)n(C)c(=O)n3C)c1 | -15%
CCc1ccc(S(=O)(=O)Nc2ccc(-c3ccc(N4CCCCCC4)nn3)cc2)cc1 | 3%
Cc1ccc(-n2nc3c(N4CCC(C(=O)NC(C)c5ccccc5)CC4)nnc(C)c3c2C)cc1 (stereo unspecified) | -1%
COCCNC(=O)C1(C)CCCN(Cc2ccccc2N(C)C)C1 (stereo unspecified) | 1%
CC(=O)Nc1ccc(-c2ccnc3c2CC(C)(C(=O)NCc2ccco2)O3)cc1 (stereo unspecified) | 3%
Cc1cccc(-n2ncc3c(Nc4ccc(Oc5ccc(Cl)cc5)cc4)ncnc32)c1 | -1%

Continued (3 carried over from the part before).
SMILES | Tb PYK inh
COCCNC(=O)C1(C)CCCN(Cc2ccccc2N(C)C)C1 (stereo unspecified) | 1%
CC(=O)Nc1ccc(-c2ccnc3c2CC(C)(C(=O)NCc2ccco2)O3)cc1 (stereo unspecified) | 3%
Cc1cccc(-n2ncc3c(Nc4ccc(Oc5ccc(Cl)cc5)cc4)ncnc32)c1 | -1%
COc1ccc(Cc2c(-c3ccccc3)nc3c4ccccc4ccn23)c(C)c1 | 3%
Cc1ccc(-n2nc(C)c3c(C)cc(=O)n(CC(=O)NCc4ccc(OC(C)C)cc4)c32)cc1 | 3%
Cc1ccccc1-c1nnn(CC(=O)Nc2sc3c(c2C#N)CCC(C(C)(C)C)C3)n1 (stereo unspecified) | 1%
CC1(C(=O)NS(=O)(=O)c2cccc(OC(F)F)c2)CCN1C(=O)c1ccccc1CCc1ccccc1 (stereo unspecified) | 7%
Cc1ccccc1NC(=O)CSc1nc(-c2ccccc2C)nc2cc(=O)[nH]n12 | 1%
COc1ccc(-c2coc3c(C(=O)NCCN4CCOCC4)cccc23)c(C)c1 | 5%
Cc1nnc(NC(=O)c2cccn(Cc3cccc(Cl)c3)c2=O)s1 | -4%
CC(C)NC(=O)c1ccc(COc2cccc3ccccc23)o1 | 2%
CNC(=O)C[C@@H]1C(=O)N(Cc2ccccc2)CC1(C)C | 9%
CC1=C(C(=O)Nc2ccccc2)C(C(C)C)n2nc(SCc3ccccc3C)nc2N1 (stereo unspecified) | -1%

Copied from the list:
Result of Cc1ccccc1NC(=O)CSc1nc(-c2ccccc2C)nc2cc(=O)[nH]n12 in Tb PYK inh: 1%
Result of Cc1nnc(NC(=O)c2cccn(Cc3cccc(Cl)c3)c2=O)s1 in Tb PYK inh: -4%
Result of COc1ccc(Cc2c(-c3ccccc3)nc3c4ccccc4ccn23)c(C)c1 in Tb PYK inh: 3%
Result of CNC(=O)C[C@@H]1C(=O)N(Cc2ccccc2)CC1(C)C in Tb PYK inh: 9%
Result of Cc1ccccc1-c1nnn(CC(=O)Nc2sc3c(c2C#N)CCC(C(C)(C)C)C3)n1 (stereo unspecified) in Tb PYK inh: 1%
Result of CC1(C(=O)NS(=O)(=O)c2cccc(OC(F)F)c2)CCN1C(=O)c1ccccc1CCc1ccccc1 (stereo unspecified) in Tb PYK inh: 7%
Result of CC(C)NC(=O)c1ccc(COc2cccc3ccccc23)o1 in Tb PYK inh: 2%

Further compounds follow.
SMILES | Tb PYK inh
COc1cccc(CNC(=O)[C@@H]2CCCN2C(=O)[C@H]2CCCCN2S(=O)(=O)c2ccc(OC)c(C)c2)c1 | 3%
CCc1cccc(NC(=O)C(Cc2ccccc2)NS(=O)(=O)c2ccc3c(c2)oc(=O)n3C)c1 (stereo unspecified) | 7%
COC(=O)N1CCC2(CCCN(c3cccc(-c4ccccc4)c3)C2)CC1 | 3%
COc1ccc(-n2c(-c3ccccc3F)nc3c(cnn3-c3ccc(C)cc3)c2=O)cc1 | 7%
CN1CCCCC1Cc1ccccc1 (stereo unspecified) | 2%
CCN(C(=O)CSc1nc2ccccc2c2nc(CCn3c(C)nc4ccccc43)nn12)c1cccc(C)c1 | 3%
CCOc1ccc(C2N3CC4(C(C)C)CN2CC(C(C)C)(C3)C4=O)cc1OC (stereo unspecified) | 0%
Cc1ccc(C)c(N2CCN(C(=O)c3cn(CC(C)C)c(=O)c4c3c3ccccc3n4C)CC2)c1 | 0%
O=C(Cc1ccc(NC(=O)N2CCCCc3ccccc32)cc1)Nc1ccccc1Br | -4%
COc1ccc(NC(=O)c2sc3nc4c(c(-c5ccc(OC)cc5)c3c2N)C(=O)CC(C)(C)C4)cc1 | -6%
COc1ccc(OCCCCn2c(-c3ccc(Cl)cc3)nc3ccccc3c2=O)cc1 | -10%
COc1ccc2oc(-c3ccc(C)c(NC(=O)c4sc5ccccc5c4Cl)c3)nc2c1 | -1%
CCN(CC)c1ccc(CN(C(=O)c2cc(=O)c3ccccc3o2)C2CCS(=O)(=O)C2)cc1 (stereo unspecified) | 6%
CC(=O)Nc1ccc(-c2ccnc3c2CC(C)(C(=O)Nc2ccccc2)O3)cc1 (stereo unspecified) | 2%
CCOC(=O)C1CCCN(c2nc3c(S(=O)(=O)c4ccc(CC)cc4)nnn3c3ccsc23)C1 (stereo unspecified) | -5%
O=C(c1[nH]c(C(F)(F)F)nc1-c1ccccc1)N1CCN(c2ccc(C(F)(F)F)cn2)CC1 | 4%
CCCCNC(=O)C1(C)CCN1Cc1cc(C)ccc1C (stereo unspecified) | 1%
O=C(CCSc1nc(-c2ccco2)cc(C(F)(F)F)n1)Nc1cccc(O)c1 | -2%
COc1ccc(CNC(=O)Cn2c(=O)ccc3cc(S(=O)(=O)N4CCCC4)ccc32)cc1 | 4%
CCN(CC)Cc1nc2nc(Cl)c(Cl)nc2[nH]1 | 0%
CCOC(=O)c1ccc(NC(=O)Nc2cccc(OCc3cc(=O)n4ccc(C)cc4n3)c2)cc1 | 0%
O=c1cc(CN2CCN(S(=O)(=O)c3ccc(Cl)cc3)CC2)nc2sc(-c3ccccc3F)nn12 | -1%
Cc1ccc2sc(N3CCN(C(=O)CCS(=O)(=O)c4ccc(F)cc4)CC3)nc2c1C | 0%
COc1ccc2c(c1)c1c(c(=O)n(-c3ccc(OC)c(OC)c3)c(=O)n1Cc1ccc(F)cc1)n2C | -5%
Cc1c(C(=O)Nc2cccc(C(F)(F)F)c2)sc2nc3n(c(=O)c12)CCC3 | -5%
CC(C(=O)OCC(=O)Nc1ccccc1OC(F)F)N1C(=O)C2CC=CCC2C1=O (stereo unspecified) | 1%
Cc1ccc(NC(=O)c2c(C)oc3c2C2=NCCN2C=N3)cc1F | -4%
COc1cc(Cl)c(C)cc1NC(c1ccccc1)c1nnc(-c2ccccc2Cl)o1 (stereo unspecified) | 1%
Cc1ccc(N2CCN(c3nc4ccc(C)cc4n4nnnc34)CC2)c(C)c1 | 4%
Cc1ccc2c(c1)N(C(=O)CCC(=O)NCc1ccccc1F)CC(C)O2 (stereo unspecified) | -11%
CCOC(=O)c1cc(-c2ccc(F)cc2)n(CC(=O)NC2CCCCC2)c1C | 0%[15.4 µM]
Cc1ccc(C(=O)n2nc(C)c(S(=O)(=O)N3CCOCC3)c2C)cc1C | -1%
CCc1cccc(C)c1NC(=O)Cn1c(=O)n(-c2cccc(C)c2)c(=O)c2c1c1cc(C)ccc1n2C | 3%
COc1ccc(CCNC(=O)C2CCN(c3nc4ccccc4nc3C(F)(F)F)CC2)cc1OC | 0%
COc1cc(-c2cc(NC=O)c3ncc(-c4ccc(C(C)=O)cc4)n3c2)cc(OC)c1OC | -4%
CCC(Cn1nnc2ccccc2c1=O)NC(=O)Nc1cccc(C)c1C (stereo unspecified) | -4%
CCCCOc1cccc(C(=O)N(Cc2ccc(Br)o2)C2CCS(=O)(=O)C2)c1 (stereo unspecified) | -4%
Cc1cc(C)c(Nc2nn3c(=O)c4cc5c(cc4nc3s2)OCO5)c(C)c1 | -3%
O=C(Nc1cc(-c2nc3cc(Cl)ccc3o2)ccc1Cl)c1cc2ccccc2o1 | 5%
COc1cc(Cn2c3ccc(NC(=O)NCCc4ccccc4)cc3c(=O)n2C)ccc1F | 4%
Cc1ccccc1C1(O)c2ccccc2-c2ccccc21 | -1%
O=C1CN(CCN2CC(=O)N(Cc3ccccc3)C(=O)C2)CC(=O)N1Cc1ccccc1 | 3%
Cc1cc2oc(=O)cc(CN(C)Cc3ccccc3)c2cc1Cl | 3%
CCCCCC(=O)N(c1ccc(OCC)cc1)S(=O)(=O)c1ccc2c(c1)n(C)c(=O)n2C | -4%
CCOC(=O)[C@]12CCC=C1N(Cc1ccc3c(c1)OCO3)C(=O)[C@H](CC(=O)NCC13CC4CC(CC(C4)C1)C3)C2 | 1%
Cn1c(SCC(=O)N2CCCc3ccccc32)ncc(C(=O)Nc2ccc(Cl)cc2)c1=O | 4%
CCOc1ccc(NC(=O)c2oc3ccccc3c2NC(=O)Cc2cccc(C)c2)cc1 | -12%
O=C(CC[C@H]1O[C@@H](n2ccc(=O)[nH]c2=O)[C@H](O)[C@@H]1O)NCc1cccc2ccccc12 | 0%
O=C(CN1N=C(c2ccc(Cl)cc2)CCC1=O)NCc1ccc(F)cc1 | 2%
Cc1nn(-c2ccc(N3CCCC3)nn2)c(C)c1CCC(=O)N1CCN(c2ccc(F)cc2)CC1 | 2%
Following part:
SMILES | Tb PYK inh
CCCC(=O)Nc1ccc2nc(SCC(=O)N3CCOCC3)sc2c1 | -2%
CCN1CCN(C(c2ccc(F)cc2)c2sc3nc(-c4ccco4)nn3c2O)CC1 (stereo unspecified) | -7%
CCc1ccc(OCC(=O)Nc2ccc(Cl)c(-c3nc4ncccc4o3)c2)cc1 | 6%
N=c1c2ccccc2nc2n1CCCCC2 | -5%
Cc1nn(-c2ccccc2)c2sc(C(=O)Nc3ccc(Br)cc3)cc12 | 1%
Cc1ccc(Cl)cc1N1CCN(C(=O)c2cc3c(=O)n(C)c4ccccc4c3s2)CC1 | -3%
O=C(Cc1ccccc1)N(Cc1cccnc1)c1nc2c(F)cc(F)cc2s1 | -3%[15.4 µM]
CCOc1ccc(C(=O)Nc2ccc(C(=O)OCc3cc(=O)n4nc(CC)sc4n3)cc2)cc1 | -4%
CCCN(CCC)CCCNC(=O)C1CCCN(S(=O)(=O)c2cccc3nsnc23)C1 (stereo unspecified) | -6%
O=C(Nc1c(C(=O)N2CCN(c3ccccc3F)CC2)oc2ccccc12)c1ccco1 | -8%
C=CCC(CC=C)(CNC(=O)C(=O)Nc1ccc(Br)cc1)c1ccc(OC)c(OC)c1 | -5%
COc1cc(/C=C2/SC(=S)N(CCC(=O)N3CCN(C)CC3)C2=O)cc(OC)c1OC | -5%
CCCc1nn2c(C)c(-c3ccccc3)nc2s1 | 2%
CC12C=CC(=O)C=C1CCC1C2C(O)CC2(C)C1CCC2(O)C(=O)COC(=O)CCC(=O)O (stereo unspecified) | -6%

Screens deposited in PubChem by National Center for Advancing Translational Sciences (NCATS).
